# TRPC4 potent = positive allosteric modulators of TRPC4, primary screen, cell-based, mouse TRPC4beta, HEK293 mu-opioid, Fluo-4 calcium. Short transient receptor potential channel 4 (Mus musculus), Q9QUQ5. DAMGO EC20, Fluo-4 Ca2+ flux; active compounds read high. B-score at 10 µM. 0.42% of 310,000 active. AID 2227, 2009;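 active means B-score of calcium response area above 5 SD of library B-scores, with initial fluorescence ratio within 5 SD of library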;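 further: B-score of integrated fluorescence ratio over time as area under calcium response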
# MrgX1 agonist = agonists of human MrgX1 receptor, primary screen, HEK293 cells, Fluo-4 calcium flux; Fluo-4 calcium fluorescence, agonist mode; active compounds read high; B-score at 10 µM; 0.44% of 310,000 active; AID 588627, 2011;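 active means calcium response B-score plate-corrected fluorescence ratio at least 3 library SD, with starting fluorescence B-score inside 5 SD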
# Target sequence (Q96LB2 whole entry, looked up): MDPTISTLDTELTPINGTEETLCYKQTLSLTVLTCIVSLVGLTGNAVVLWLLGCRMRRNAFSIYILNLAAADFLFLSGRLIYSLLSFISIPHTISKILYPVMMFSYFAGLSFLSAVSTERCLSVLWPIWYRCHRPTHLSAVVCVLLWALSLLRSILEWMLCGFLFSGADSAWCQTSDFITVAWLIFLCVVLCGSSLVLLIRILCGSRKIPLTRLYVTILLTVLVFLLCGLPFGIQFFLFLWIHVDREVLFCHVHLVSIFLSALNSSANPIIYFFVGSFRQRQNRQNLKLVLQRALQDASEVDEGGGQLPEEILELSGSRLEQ
#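 Material – MrgX1-expressing HEK293 cells · Input – 15,000 cells seeded per well · Dosing – compound as first of three additions · Times – overnight seeding, then 1 h dark dye loading · Measured by – kinetic Fluo-4 NW fluorescence of intracellular calcium · Read-out – B-scored fluorescence response ratio · Benchmarks – positive and negative control wells on each plate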
# TRPC4 act = activators of mouse TRPC4 channel, primary screen, Fluo4 calcium, HEK293 TRPC4beta/mu-opioid cells | 0.49% of 310,000 active | Fluo4 calcium fluorescence; active compounds read high | Short transient receptor potential channel 4 (Mus musculus), Q9QUQ5 | B-score at 10 µM;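 active means B-score above 5 SD of library B-scores, and initial fluorescence ratio not above library mean plus 5 SD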;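 further: positive B-score marks a calcium rise read as TRPC4 activation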
#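 Technique: kinetic Fluo4 calcium fluorescence; Test system: TRPC4beta and mu-opioid receptor HEK293 stable cells; Measure: B-scored integrated calcium fluorescence ratio; Benchmarks: low control buffer alone, high control maximal DAMGO; Schedule: 45 min room-temperature Fluo4 loading, 110 s read.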
# TRPC6 inhibitor = mouse TRPC6 channel inhibitors, primary screen, cell-based, HEK293, membrane potential dye. Short transient receptor potential channel 6 (Mus musculus), Q61143. ACh-evoked depolarization; active compounds read low. B-score at 10 µM. 1.1% of 310,000 active;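 active means B-score under library mean minus 3 SD, initial fluorescence not abnormally high, positive integrated signal ratio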;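 further: B-score derived from integrated fluorescence ratio over the kinetic read; more negative B-score means stronger inhibition of depolarization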
# TRPC6 act = mouse TRPC6 channel activators, primary screen, cell-based, HEK293, membrane potential dye. B-score at 10 µM. Short transient receptor potential channel 6 (Mus musculus), Q61143. AID 2550, 2010. 0.13% of 310,000 active. HEK293-TRPC6 membrane potential dye fluorescence; active compounds read high;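 active means B-score of the integrated fluorescence ratio above library mean plus 3 SD, and starting fluorescence ratio within library mean plus 5 SD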;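 further: higher score means more depolarization so channel activation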
# MrgX1 PAM = positive allosteric modulators of MrgX1, primary screen, HEK293 cells, Fluo-4 calcium flux; Mas-related G-protein coupled receptor member X1 (Homo sapiens), Q96LB2; FDSS; active compounds read high; B-score at 10 µM; 0.63% of 310,000 active;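 active means plate-corrected calcium response at least 3 library SD above typical, normal starting fluorescence, not activating the receptor alone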;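 further: compound read alongside a low EC10 to EC30 dose of BAM8-22 agonist; peak minus trough fluorescence over baseline measured at the second addition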
# PolyA inhibitor = polyadenylation inhibitors in yeast reporter cells, primary screen, luminescence, S. cerevisiae | AID 1875, 2009 | calls only at 12 µM | 0.02% of 300,000 active | S. cerevisiae SKY197-pL101 polyadenylation reporter, beta-gal luminescence; efflux-impaired pdr1/pdr3 knockout yeast; score 100 = 6 SD above DMSO;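 active means lowest replicate activity score at least 50, where 100 means six control SD above control mean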;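 further: yeast exposed to compound for 9 h at 30 °C; higher score means more reporter readthrough which indicates perturbed polyadenylation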
# HIF act = HIF pathway transcriptional activators, primary screen, cell-based, U2OS HRE-luciferase, luminescence | U2OS HRE-luciferase reporter; normalized: DMSO 0%, desferrioxamine 100% | activation, % at 7.5 µM (by protocol) | 0.32% of 300,000 active | AID 1910, 2009;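 active means mean activation of at least 10% of the iron chelator positive control signal, with at least half of replicates also reaching 10%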
# MrgX1 antagonist = antagonists of human MrgX1 receptor, primary screen, HEK293 cells, Fluo-4 calcium flux; Mas-related G-protein coupled receptor member X1 (Homo sapiens), Q96LB2; B-score at 10 µM; AID 588676, 2011; 1.3% of 310,000 active; BAM8-22 antagonism; active compounds read low;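 active means calcium-response B-score plate-corrected more than 3 library SD below zero, starting fluorescence within 5 deviations, no agonist response on first addition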;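 further: peak minus trough fluorescence over baseline after final BAM8-22 challenge near maximal dose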
# AI-2 QS modul = Vibrio harveyi AI-2 quorum sensing modulators, primary screen, JMH597 strain, luminescence/OD600 ratio; activity change, % at 7.5 µM; Vibrio harveyi JMH597 AI-2 luminescence/OD600 ratio, 9 h; active compounds read low; strain lacks LuxN and CqsS sensors; 0 = neutral-control median; 0.4% of 300,000 active; in the data active means activity change below about -75%, passing the limit was not always enough;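 further: luminescence divided by OD600 gain over 9 h not by final OD600 alone; inactives centre near 13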
# TRPC4 block = inhibitors of mouse TRPC4 channel, primary screen, Fluo4 calcium, HEK293 TRPC4beta/mu-opioid cells | DAMGO-evoked Fluo4 calcium flux; active compounds read low | Short transient receptor potential channel 4 (Mus musculus), Q9QUQ5 | 0.39% of 300,000 active | B-score at 10 µM;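 active means B-score over 3 SD under the library average, no early fluorescence shift, positive overall ratio signal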
#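 Assay system: HEK293 cells with stable TRPC4beta plus mu-opioid receptor expression; Probe or stimulus: DAMGO in two steps, submaximal then maximal; Dosing: single-point compound dosing; Measured by: Fluo4 calcium-dye fluorescence, kinetic read; Read-out basis: B score from integrated Fluo4 fluorescence ratio.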
# * marks the source's active call; other numbers are inactive results; i = inactive; · = not tested or not shown. This is a subset, so the mix of outcomes need not match the whole.
SMILES,TRPC4 potent,MrgX1 agonist,TRPC4 act,TRPC6 inhibitor,TRPC6 act,MrgX1 PAM,PolyA inhibitor,HIF act,MrgX1 antagonist,AI-2 QS modul,TRPC4 block
CC(=O)N(C)C1(c2nnnn2CCOC(=O)Nc2ccc(Cl)cc2)CCCCC1,i,i,i,i,i,i,i,-0.2,i,17,i
CC1CCCCN1C(=O)CN1CCC(c2nc3ccc(Cl)cc3[nH]2)CC1 (configuration not stated),i,i,i,i,i,i,i,1.5,i,4,i
Clc1ccc(C2=NNC(=NCc3ccccc3)SC2)cc1,i,i,i,i,i,i,i,1.5,i,1,i
CC1=CCC(C(C)(C)NC(=O)c2ccccc2)C/C1=N\O (configuration not stated),i,i,i,i,i,i,i,0.0,i,29,i
COc1ccc(S(=O)(=O)Nc2ccc(F)cc2F)cc1C(=O)N1CCOCC1,i,i,i,i,i,i,i,-0.3,i,21,i
CCN(CCCNC(=O)C1CCN(S(=O)(=O)CC)CC1)c1ccccc1,i,i,i,i,i,i,·,-0.3,i,7,i
Cc1cc(C)cc(NC(=O)CSc2ccccc2)c1,i,i,i,i,i,i,i,1.0,i,4,i
CCSc1nnc(NC(=O)NC(C)(C(F)(F)F)C(F)(F)F)s1,i,i,i,i,i,i,i,0.1,i,25,i
CSc1ccccc1NC(=O)CN(C)Cc1ccc(Br)cc1,i,i,i,i,i,i,i,0.6,i,20,i
COc1ccc(C(=O)NCc2cc(C)nc3ccccc23)cc1OC,i,i,i,i,i,i,i,-0.7,i,37,i
CCOC(=O)C1CCN(S(=O)(=O)c2ccc3[nH]c4c(c3c2)CCCC4)CC1,i,i,i,i,i,i,i,0.0,i,-11,i
Cc1ccccc1CC1(CO)CCCN(Cc2c(C)nn(C)c2Cl)C1 (configuration not stated),i,i,i,i,i,i,i,0.4,i,18,i
COC(=O)Cc1cc(=O)n2[nH]c(C)nc2n1,i,i,i,i,i,i,i,0.2,i,31,i
COc1ccc(N(C(=O)c2ccco2)S(=O)(=O)c2cccs2)cc1,i,i,i,i,i,i,i,0.3,i,24,i
CN1CCN(C(=O)c2ccc3c(c2)NC(=O)C(N2CCOCC2)S3)CC1 (configuration not stated),i,i,i,i,i,i,i,0.4,i,13,i
Cc1ccc(C(=O)C(C)OC(=O)Cn2cnc3c2c(=O)n(C)c(=O)n3C)cc1 (configuration not stated),i,i,i,i,i,i,i,-0.7,i,24,i
O=C(COc1ccc2c3c(c(=O)oc2c1)CCCC3)NCc1cccnc1,i,i,i,i,i,i,i,-0.5,i,24,i
COC(=O)c1ccc(CN2CCCC(CCC(=O)NCc3ccc(C)o3)C2)cc1 (configuration not stated),i,i,i,-7.9*,i,i,i,-0.1,i,19,i
C=CCNc1ccc(C(=O)O)cc1,i,i,i,i,i,i,i,0.0,i,-11,i
c1ccc(CNc2c3ccccc3nc3ccccc23)cc1,i,i,i,-7.8*,i,i,i,20*,i,22,-7*
O=C(Nc1ccccc1F)C1(c2ccccc2)CC1(Cl)Cl (configuration not stated),i,i,i,i,i,i,i,0.2,i,20,i
O=C(Nc1ccccc1N1CCOCC1)c1csc2c1CCCC2,i,i,i,i,i,12*,i,0.1,i,18,i
COc1cccc(C(=O)COc2cccc(NC(=O)c3ccco3)c2)c1,i,i,i,i,i,6.6*,i,0.1,i,18,i
CCOc1ccc(C(=O)COC(C)=O)cc1,i,i,i,i,i,i,i,-0.5,i,18,i
C=CCNC(=O)c1onc(CSc2nc3ccccc3[nH]2)c1C(=O)NCC=C,i,i,i,i,i,i,i,-4.0,i,24,i
COC(=O)c1ccc(CSc2nc(C)nc3c2c(=O)n(C)c(=O)n3C)o1,i,i,i,i,i,i,i,0.3,i,22,i
Cc1ccc(S(=O)(=O)n2nc(C)cc2N)cc1,i,i,i,i,i,i,i,-0.3,i,40,i
Cc1sc(NC(=O)CCC(=O)O)c(C(N)=O)c1-c1ccccc1,i,i,i,i,i,i,i,0.2,i,27,i
CCOC(=O)C1=C(N)OC2=C(C(=O)CC(C)(C)C2)C1c1ccccc1OCC#N (configuration not stated),i,i,i,i,i,i,i,-0.3,i,17,i
COc1ccc2c(c1OC)C(=O)OC2Nc1nc(-c2ccccc2)cs1 (configuration not stated),i,i,i,i,i,i,i,2.4,i,-11,i

# Copied from the entries so far for reference:
SMILES,TRPC4 potent,MrgX1 agonist,TRPC4 act,TRPC6 inhibitor,TRPC6 act,MrgX1 PAM,PolyA inhibitor,HIF act,MrgX1 antagonist,AI-2 QS modul,TRPC4 block
O=C(Nc1ccccc1N1CCOCC1)c1csc2c1CCCC2,i,i,i,i,i,12*,i,0.1,i,18,i
COc1cccc(C(=O)COc2cccc(NC(=O)c3ccco3)c2)c1,i,i,i,i,i,6.6*,i,0.1,i,18,i
CCOc1ccc(C(=O)COC(C)=O)cc1,i,i,i,i,i,i,i,-0.5,i,18,i

# (further entries)
SMILES,TRPC4 potent,MrgX1 agonist,TRPC4 act,TRPC6 inhibitor,TRPC6 act,MrgX1 PAM,PolyA inhibitor,HIF act,MrgX1 antagonist,AI-2 QS modul,TRPC4 block
C/C(=N/NC(=O)c1ccoc1C)c1cccc(NC(=O)C(F)(F)F)c1,i,i,i,i,i,i,i,1.0,i,7,i
COc1ccc(NS(=O)(=O)c2cccc(C(=O)NNC(=O)c3ccccc3O)c2)cc1,i,i,i,i,i,i,i,1.4,i,40,i
COc1ccc(CN2C(=S)NC(C)(C)CC2(C)O)cc1 (configuration not stated),i,i,i,i,i,i,i,0.4,i,28,i
CN1C(=S)N(c2cccnc2)C(=O)/C1=C\c1ccc(N(C)C)cc1,i,·,i,i,13*,·,i,-0.4,·,21,i
O=c1nc2scc(-c3ccccc3)n2c2ccccc12,i,i,i,i,i,i,i,-0.3,i,3,i
O=C1c2ccccc2C(Nc2ccc(S(=O)(=O)N3CCCCC3)cc2)N1c1ccccn1 (configuration not stated),i,i,i,i,i,i,i,0.2,i,-2,i
CC(NC(=O)c1ccccc1NS(C)(=O)=O)c1ccccc1 (configuration not stated),i,i,i,i,i,i,i,0.0,i,3,i
Cc1c(CC(=O)NCCCCCC(=O)O)c(=O)oc2cc3c(cc12)CCC(C)(C)O3,i,i,i,i,i,i,i,-0.3,i,1,i
Cc1cc(Cl)ccc1OCC(=O)NCc1ccncc1,i,i,i,i,i,i,i,0.9,i,12,i
Cc1cc(C)c(C(=O)C2OC(=O)C(C)(C)C(=O)C2(C)C)c(C)c1 (configuration not stated),i,i,i,i,i,i,i,0.0,i,22,i
Cn1c(NNC(=O)c2c(F)cccc2F)cc(=O)n(C)c1=O,i,i,i,i,i,i,i,-0.1,i,28,i
CCCn1nc(NC(=O)c2cccs2)c2cc3ccccc3nc21,i,i,i,i,i,i,i,0.2,i,17,i
O=C(CCCN1C(=O)/C(=C/c2ccco2)SC1=S)Nc1ccccc1C(=O)O,i,i,i,i,i,i,i,-0.2,i,43,i
CCCc1cc2c(-c3ccccc3)cc(=O)oc2cc1OCc1ccc(C(=O)O)o1,i,i,i,i,i,i,i,2.4,i,11,i
COc1ccccc1CNC(=O)C1(C)Oc2cccnc2NC1=O (configuration not stated),i,i,i,i,i,i,i,-0.3,i,-6,i
CC(C)CNC(=O)COc1ccc2c3c(c(=O)oc2c1)CCC3,i,i,i,i,i,i,i,-0.1,i,34,i
COc1cc(CN2CCC(C(=O)N3CCN(c4ccccc4F)CC3)CC2)ccc1O,i,i,i,i,i,i,i,-0.1,i,8,i
CCn1c(CSc2nc3ccccc3[nH]2)n[nH]c1=S,i,i,i,i,i,i,i,·,i,12,i
CC(=O)c1c(C)oc2c1cc(O)c1ccccc12,i,i,i,i,i,i,i,0.7,i,9,i
CN1CCN(c2ccc([N+](=O)[O-])cc2NC(=O)c2cccs2)CC1,i,i,i,i,i,i,i,0.3,i,0,i
c1ccc2[nH]c3cc4ncnc4cc3nc2c1,i,i,i,i,i,i,i,0.7,i,27,i
NC(=O)C1=C[C@@H](c2ccc(Br)cc2)C[C@@H](OCCCCO)O1,i,i,i,i,i,i,i,-0.3,i,22,i
Cc1ccc(Nc2ncnc(N)n2)cc1,i,i,i,i,i,i,i,2.1,i,12,i
Cc1ccc(-c2cc(Cc3ccc(F)cc3)c(=O)[nH]n2)cc1,i,i,i,i,i,i,i,-0.8,i,11,i
Nc1nc(-c2ccccc2)[nH]c(=O)c1N=O,i,i,i,i,i,i,i,0.3,i,-48,i
CCOC(=O)C1(Cc2cccc(Cl)c2)CCCN(C(=O)c2ccoc2C)C1 (configuration not stated),i,i,i,i,i,i,i,0.3,i,103,i
Cc1cc(C)nc(Nc2ccc(Cl)cc2C)n1,i,i,i,i,i,i,i,-3.8,i,1,i
CC(=O)Nc1c(-c2ccc(Cl)cc2)c(=O)c2ccccc2n1C,i,i,i,i,i,i,i,-0.6,i,7,i
CN(C)c1ccc(/C=N\NC(=O)CC#N)cc1,i,i,i,i,i,i,i,0.2,i,20,i
COC(=O)C1CCN(c2c([N+](=O)[O-])cc(C(F)(F)F)cc2[N+](=O)[O-])CC1,i,i,i,i,i,i,i,0.0,i,22,i
Cc1cc(N)ccc1NC(=O)CN1CCCC1,i,i,i,i,i,i,i,-4.9,i,3,i
COc1cc(C(=O)NCC(=O)OCn2nnc3ccccc3c2=O)cc(OC)c1OC,i,i,i,i,i,i,i,-0.1,i,49,i
